Eya2 inh: inhibitors of human Eya2 phosphatase activity | recombinant Eya2, OMFP fluorescence dephosphorylation (OMFP is methylfluorescein phosphate) | hit rate 0.006% among 330,000 | AID 488837 | Potency, µM (series often up to 76.9 µM), for inactives: at the top dose activity, negative = inhibition, actives largely listed as inhibitors; note: potency is the fitted concentration of half-maximal effect; % is set by controls: 0 for no effect and ±100 for the full control effect
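Eya2 (0.2 uM) preincubated 10 min at ambient with compound, then OMFP substrate added at 50 uM; 10 min reaction in 50 mM HEPES pH 7.5, 50 mM NaCl, 5 uM MgCl2, 0.05% BSA, 1 mM DTT. Fluorescence read at Ex 485/Em 525 nm.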
ASM inhibitor: blocks human secretory acid sphingomyelinase; Potency, µM (series often up to 57.5 µM), for the others: at the highest dose activity change, negative = inhibition, usual class: inhibitors; hit rate 0.006% among 340,000; P17405; AID 504937; placental ASM, HMU-PC fluorogenic substrate, 60 min; note: potency is the fitted concentration of half-maximal effect
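Human placenta-derived ASM preincubated with compound 10 min at room temperature, then reacted with 9 uM (final) fluorogenic HMU-PC substrate for 60 min at 37 C. Stop solution raises pH to 10; fluorescence read at Ex 386/Em 447 nm.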
Integrin act MD: integrin-mediated muscular dystrophy alleviation activation; alpha7betagal myoblasts, beta-gal FDG fluorescence, 48 h; Potency, µM (titrated, usually from 38.3 µM), inactives show top-dose activation, hits mostly activators; hit rate 0.064% among 350,000; AID 624291;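 note: potency is the fitted concentration of half-maximal effect; 100% = response of the positive control SU9516; nearly all actives have a fitted effect of over 60% in size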
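Alpha7betagal+/- myoblasts (passage 13) were plated 16-24 hr, then exposed to compounds (1:260 dilution of DMSO stock) for 48 hours at 37C. After MPER lysis, β-galactosidase reporter activity was read as FDG fluorescence (ex 480/em 540) after 30 minutes.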
TRPV1 ag: human TRPV1 agonism; Q8NER1; TRPV1-expressing cells, Fluo-8 calcium influx, agonist mode; activation, % at 8.33 µM; hit rate 0.19% among 320,000; AID 540275; in the data active = activation above about 80%; inconclusive = between about 30% and that limit; note: 0% is about no effect
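TRPV1-expressing cells were cultured overnight at 35.5C and loaded with Fluo-8 calcium dye for 40 to 90 min at room temperature. After a 10 s baseline, compound was added and calcium influx was read kinetically for 3 min (ex 480/em 520 nm).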
uPA surface inh: cell surface uPA generation inhibition; cell surface uPA generation assay, qHTS; Potency, µM (highest dose often 38.3 µM), for inactives: top-dose activity change, negative = inhibition, usual class: inhibitors; hit rate 0.31% among 330,000; AID 540303; active = well fitted inhibition curve with a large enough effect; inconclusive = small, poorly fitted or top-dose-only effect; inactive = no such curve, though single readings can be large or run the other way; tested in mouse RAW 264.7 cells; note: potency is the fitted concentration of half-maximal effect; % is set by controls: 0 for no effect and ±100 for the full control effect; nearly all actives have a fitted effect of over 55% in size
TSG101-PTAP inh: blocks PTAP/TSG101 interaction to inhibit HIV-1 budding | Fluorescence polarization, FITC-PTAP peptide / Tsg101 binding | Potency, µM (top dose mostly 115 µM), without a hit: top-dose activity change, negative = inhibition, actives largely listed as inhibitors | Q99816 | 340,000 tested, under 10 active; active = well fitted inhibition curve with a large enough effect in the main read-out, with a control signal flat, not every such curve was filed as active; inconclusive = small, poorly fitted or top-dose-only effect, or effect the other way, or a change in a side signal; inactive = no such curve, though single readings can be large or run the other way; note: potency is the fitted concentration of half-maximal effect; % of control where 0% means no effect
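Fluorescence polarization binding of Tsg101 binding domain (10 uM final) to FITC-labeled PTAP peptide (50 nM final) in HEPES pH 7.5 buffer with NaCl, Tween 20, EDTA, TCEP. Compounds added before peptide; binding 20 min at RT.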
ELG1 genotoxic: inducers of genotoxicity in HEK293T ELG1-luciferase cells. hit rate 1.3% among 330,000. HEK293T ELG1-luciferase reporter, luminescence, 16 h. Potency, µM (series often up to 46 µM), for the others: top-dose activity change, positive = activation, usual class: activators; note: potency is the fitted concentration of half-maximal effect; % of control where 0% means no effect; nearly all actives have a fitted effect of over 60% in size
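After overnight (16 hr) compound treatment at 37 °C, ELG1-luciferase HEK293T cells were lysed with ONE-Glo; luminescence quantified 30 min later at room temperature.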
USP2a inh: USP2a (human) protease inhibition; Potency, µM (top dose mostly 38.3 µM), for inactives: at the highest dose activity change, negative = inhibition, hits mostly inhibitors; AID 463254; hit rate 0.01% among 330,000; USP2 core, Ub-CHOP2 coupled fluorogenic reporter, 485/531; O75604;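 note: potency is the fitted concentration of half-maximal effect; plate controls were DMSO wells for no effect and full inhibition by NEM control for full effect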
Target sequence (O75604 whole entry, looked up): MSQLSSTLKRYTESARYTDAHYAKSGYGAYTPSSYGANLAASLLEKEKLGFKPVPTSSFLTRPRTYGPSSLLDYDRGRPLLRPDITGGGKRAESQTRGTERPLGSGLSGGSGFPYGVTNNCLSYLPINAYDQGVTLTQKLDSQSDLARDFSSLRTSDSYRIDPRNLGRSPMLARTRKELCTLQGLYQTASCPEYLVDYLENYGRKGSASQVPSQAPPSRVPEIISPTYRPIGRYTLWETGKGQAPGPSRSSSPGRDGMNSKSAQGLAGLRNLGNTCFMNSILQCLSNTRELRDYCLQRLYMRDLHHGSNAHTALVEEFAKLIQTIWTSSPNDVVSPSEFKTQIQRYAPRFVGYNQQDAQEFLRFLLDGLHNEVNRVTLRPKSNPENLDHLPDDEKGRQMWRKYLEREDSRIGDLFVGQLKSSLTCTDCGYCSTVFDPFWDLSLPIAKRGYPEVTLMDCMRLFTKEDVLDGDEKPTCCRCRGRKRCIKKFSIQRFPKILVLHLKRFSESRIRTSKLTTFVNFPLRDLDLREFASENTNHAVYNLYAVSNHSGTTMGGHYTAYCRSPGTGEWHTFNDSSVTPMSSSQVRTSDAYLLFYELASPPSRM
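Deubiquitinase activity read as fluorescence (485/531 nm) after Ub-CHOP2 cleavage activates the enterokinase reporter on its substrate; USP2 core 10nM, Ub-CHOP2 and substrate 25nM each, 30min compound preincubation then 60min RT; data normalized to NEM, curves fitted.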
B2AR arrestin: agonists driving beta-arrestin recruitment to human beta2-adrenergic receptor | P07550 | beta-arrestin recruitment to beta2AR, cell-based reporter | Potency, µM (titrated, usually from 46.1 µM), for inactives: at the highest dose activation, most hits filed as activators | hit rate 0.02% among 330,000 | AID 492947;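 note: potency is the fitted concentration of half-maximal effect; 0% = DMSO controls and full agonism = EC100 isoproterenol or metaproterenol; nearly all actives have a fitted effect of over 65% in size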
Target sequence (P07550 whole entry, looked up): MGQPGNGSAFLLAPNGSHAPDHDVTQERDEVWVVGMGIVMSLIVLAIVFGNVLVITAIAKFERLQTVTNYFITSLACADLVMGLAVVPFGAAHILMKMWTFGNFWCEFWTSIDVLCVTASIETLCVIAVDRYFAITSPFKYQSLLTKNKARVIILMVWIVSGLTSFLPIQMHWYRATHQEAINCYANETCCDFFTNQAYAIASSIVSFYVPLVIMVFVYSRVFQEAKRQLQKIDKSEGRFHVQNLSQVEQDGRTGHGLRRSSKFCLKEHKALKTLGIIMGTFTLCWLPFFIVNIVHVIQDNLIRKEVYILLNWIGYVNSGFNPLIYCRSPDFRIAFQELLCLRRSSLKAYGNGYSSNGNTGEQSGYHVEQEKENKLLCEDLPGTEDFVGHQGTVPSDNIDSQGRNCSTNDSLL
BRCA1 expr up: increases BRCA1 expression; hit rate 1.1% among 380,000; Potency, µM (titrated, usually from 46.1 µM), for inactives: at the highest dose activation, actives largely listed as activators; MCF7-BRCA1-FFLuc reporter, luminescence, 48 h; response scale: scaled: vehicle 0%, 10 µM genistein 100%; note: potency is the fitted concentration of half-maximal effect; nearly all actives have a fitted effect of over 80% in size; some results filed as inactive show a strong effect at the top dose
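MCF7-BRCA1-FFLuc cells, 2000/well in phenol-red-free MEM, attached 2 h then treated 48 h at 37 C. Luciferase luminescence read 15 min after reagent; normalized to genistein maximum activation (10microM) and DMSO, concentration-response fitted.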
p53 reactivation: restores transcriptional activity of mutant p53. H1299 p53-A138V BP100-luciferase reporter, luminescence, 24 h. Potency, µM (series often up to 92.2 µM), inactives show at the highest dose activity change, positive = activation, most hits filed as activators. hit rate 0.063% among 320,000; note: potency is the fitted concentration of half-maximal effect; % of control where 0% means no effect; nearly all actives have a fitted effect of over 45% in size
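p53-null H1299 cells stably carrying temperature-sensitive p53-A138V and a BP100-luciferase reporter were pinned with compounds (4-point, 1:5 series) and held 24 hrs at 37 deg C. Luminescence was read 10 min after detection reagent.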
The depositor's hits bear a star; u = inconclusive; x = no result given; [ ] = dose if it differs, or a comment. Unless noted, calls come from the whole dose curve; as a rule, active = well fitted curve in the direction sought with a large enough effect; inconclusive = small, poorly fitted or top-dose-only effect, or another doubt; inactive = no such curve, though single readings can be large; an effect the other way counts as inactive or inconclusive.

SMILES	Eya2 inh	ASM inhibitor	Integrin act MD	TRPV1 ag	uPA surface inh	TSG101-PTAP inh	ELG1 genotoxic	USP2a inh	B2AR arrestin	BRCA1 expr up	p53 reactivation
CCN(CC)C(=S)SCC(=O)Nc1cccc(C(F)(F)F)c1	x	-2%	-14%	x	10%	-1%	x	x	x	-26%	x
O=C(NC1CCN(C(=O)Nc2ccc(F)cc2)CC1)c1cccc(F)c1	3%	-3%	-26%	19	0%	-2%	-3%	4%	-1.0%	-35%	-7%
COc1cccc(OC)c1C(=O)NC(=O)Oc1c(F)cccc1F	2%	4%	-4%	-1	3%	-3%	3%	1%	-0.4%	5%	30%
CC(C)(C)c1cc(C(=O)N/N=C/c2cc3c(cc2Br)OCO3)n[nH]1	4%	3%	8%	u	u	1%	1%	-1%	0.2%	6%	-8%
O=C(O)c1ccccc1-c1ccccc1C(=O)NCc1cccnc1	-20%	-3%	-8%	0	7%	-2%	-2%	0%	0.4%	-33%	1%
CCN(CC)CC(=O)NCC1(c2ccccc2)CCCC1	8%	6%	2%	2	5%	1%	0%	-1%	0.1%	-6%	-3%
COc1ccc(CC(=O)Nc2cccc(-c3ccc4nnc(C)n4n3)c2)cc1	11%	-6%	13%	8	-5%	-2%	u	-1%	0.4%	-33%	-4%
COc1cccc(CN(C)C(=O)COc2ccc(C(=O)c3ccc(Cl)cc3)cc2)c1OC	-8%	-12%	-23%	5	-4%	1%	-7%	-5%	-0.6%	-32%	2%
CCCCC1CCC(C(=O)Nc2ccccc2)CC1 (stereo not drawn)	2%	0%	-2%	u	x	-4%	6%	-1%	-0.5%	1%	-4%
COc1cc(NC(=O)CCCC(=O)OCC(F)(F)C(F)F)nc(OC)n1	-9%	0%	0%	x	7%	-7%	2%	-1%	0.3%	16%	3%
CC(C)c1ccc(N(C(=O)c2csnn2)C(C(=O)NC2CCCC2)c2cccnc2)cc1 (stereo not drawn)	-2%	0%	15%	6	-3%	-3%	-3%	2%	-0.3%	-23%	-3%
O=C(O)C1CC(c2ccccc2F)=NO1 (stereo not drawn)	21%	-1%	14%	-1	x	-2%	1%	4%	-0.1%	9%	-3%
Cc1n[nH]c(C)c1NC(=O)CSc1nnnn1-c1cccc(F)c1	-9%	-2%	-12%	x	11%	-4%	1%	-1%	0.0%	0%	-1%
CSc1nnc(C(C)(C)C)c(=O)n1/N=C/c1ccc(C(C)C)cc1	-7%	-7%	-6%	23	0%	0%	0%	-1%	-0.6%	-13%	0%
COC(=O)C1C(O)=C(C=NC2CCCCC2)C(=O)CC1(C)C (stereo not drawn)	11%	4%	7%	2	-2%	-8%	4%	-3%	-0.3%	4%	0%
CCn1c(NC(=O)c2cccc(Cn3cc(Cl)cn3)c2)nc2ccccc21	-23%	-4%	-21%	1	u	6%	0%	-3%	5.9%	-6%	-6%
CC1=C(C(=O)Nc2ccccc2)C(c2ccncc2)C(C#N)=C(SCC(=O)Nc2ccccc2)N1 (stereo not drawn)	-21%	-9%	-13%	2	5%	-2%	0%	-2%	0.5%	3%	-2%
Cc1oc(-c2ccccc2F)nc1CS(=O)(=O)CC(=O)NCCN1CCCC1	10%	-2%	1%	-2	-1%	-4%	4%	3%	0.4%	0%	1%
c1ccc2c(c1)[nH]c1c3ccccc3sc21	-1%	-23%	12%	-2	16%	-1%	5%	-4%	0.5%	58%	11%
CCCCCOc1ccc(CSc2n[nH]c(C)n2)cc1	1%	20%	-38%	-9	-4%	-1%	-3%	1%	0.3%	u	8%
COc1ccc(Cc2nnc(SCC(=O)c3ccccc3)o2)cc1	-9%	-2%	-4%	u	-2%	-1%	-7%	3%	0.0%	8%	13%
CCOC(=O)c1c(NC(=O)CSc2nnnn2-c2ccc(OC)cc2)sc(C)c1C	-17%	4%	-28%[7.66 µM]	1	x	1%	2%	4%	0.9%	-34%	-11%
C#CC[N+](C)(C)CCCCCCCCC	6%	4%	11%	5	-10%	2%	-1%	3%	-0.7%	-60%	28%
Cc1cc(C)c2nc(-c3ccccn3)cc(C(=O)NCc3ccco3)c2c1	x	4%	17%	27	4%	-5%	x	x	x	-45%	x
CCOC(=O)c1cnc2nc[nH]n2c1=O	4%	-1%	8%	1	-3%	-2%	2%	3%	0.3%	16%	-2%
CC(C)(C)CN1C(N)=NC[C@@H]1Cc1ccccc1	x	2%	-10%	x	-5%	3%	x	x	x	-26%	x
COc1ccc(N2CC(C(=O)N[C@@H](C)C(=O)NC3CCCCC3)CC2=O)cc1 (stereo partly drawn)	7%	0%	17%	-3	-1%	6%	1%	1%	0.4%	0%	-1%
CCc1ccccc1NC(=O)C(C#N)Cc1cccnc1 (stereo not drawn)	1%	0%	10%[7.66 µM]	-8	1%	-3%	-1%	-3%	-0.2%	-3%	-10%
C=CCN(c1ccc(C(=O)Nc2cccc([N+](=O)[O-])c2)cc1)S(C)(=O)=O	-1%	-1%	-17%	4	1%	0%	-2%	0%	-0.6%	-26%	-4%
Cn1nnnc1Sc1ncnc2scc(-c3cccc4ccccc34)c12	7%	39%	x	x	u	0%	-5%	6%	0.0%	-33%	u
CCOc1ccc(N(C(=O)c2cnsn2)C(C(=O)NC2CCCCC2)c2ccncc2)cc1 (stereo not drawn)	7%	5%	14%	1	1%	-3%	0%	0%	-0.2%	-2%	-6%
Cc1nn(-c2nc(-c3ccco3)cc(C(F)(F)F)n2)c(C)c1Cl	u	2%	7%	4	3%	-3%	-1%	2%	-0.1%	-44%	1%
O=C(O)c1ccc(Cl)c(S(=O)(=O)NC(Cc2c[nH]c3ccccc23)C(=O)O)c1 (stereo not drawn)	10%	0%	-20%	3	-4%	-7%	2%	-3%	0.1%	6%	-2%
O=C(CSc1nnnn1-c1ccccc1)NCc1cccs1	7%	-3%	4%[7.66 µM]	15	x	-5%	-2%	2%	0.1%	36%	16%
CC(=O)c1cccc(N2C(=O)C3C(C(=O)Nc4cc(C)on4)C4(C)C=CC3(O4)C2C(=O)NC(C)(C)C)c1 (stereo not drawn)	-6%	0%	u	-1	7%	-4%	-3%	-2%	-0.6%	0%	0%
CCOC(=O)c1ccccc1NC(=O)c1ccccc1SC	-1%	0%	27%	u	-19%	-1%	-17%	-5%	0.3%	-44%	-10%
COc1ccc(S(=O)(=O)N2CCN(C(=O)c3ccc4ccccc4n3)CC2)cc1	2%	2%	-16%	4	-10%	-3%	1%	1%	0.0%	0%	-4%
Cc1ccc(OCC(=O)OCc2nc3scc(-c4ccccc4)c3c(=O)[nH]2)cc1C	-16%	-13%	4%	1	8%	-1%	4%	4%	0.0%	-11%	-1%
Cc1ccc(NC(=O)CSc2nc(=O)cc(N)n2CCc2ccccc2)cc1	-5%	3%	5%	-1	5%	0%	2%	2%	0.0%	-6%	2%
CCOC(=O)CC(=O)CSc1[nH]c(=O)cc(C)c1C#N	x	2%	22%	-3	-4%	-3%	x	x	x	0%	x
Cc1ccc2[nH]c(=O)c(CN(CCCO)S(=O)(=O)c3cccc4nsnc34)cc2c1	13%	0%	5%	-2	1%	-5%	4%	-1%	-1.0%	-24%	-3%
Cc1ccsc1-c1n[nH]c(=S)n1CC(C)C	6%	5%	u	8	2%	-2%	-1%	2%	-1.4%	-8%	1%
O=C(CSCc1ccco1)c1cccs1	-6%[15.4 µM]	-3%	-44%[inhibitor]	4	0%	-5%	12µM*	-5%	0.5%	u	u
Cc1ccc(C(C)(O)CS(=O)(=O)Cc2ccccc2)cc1 (stereo not drawn)	10%	2%	-7%	2	2%	-2%	0%	7%	-1.1%	0%	4%
Cc1ccc(C(=O)NCC(=O)NCCSc2ccc(Br)cc2)cc1	-23%	-6%	6%	29	-1%	0%	0%	-1%	-0.4%	-13%	5%
CC1CCCN(c2ccc(C(=O)NCCc3ccccc3)cn2)C1 (stereo not drawn)	-23%	1%	1%	0	-18%	2%	u	-5%	-0.8%	u	35µM*
COc1cccc2[nH]c3c(N4CCCC(C)C4)ncnc3c12 (stereo not drawn)	-1%	-1%	-1%	5	-9%	-1%	-2%	-2%	-0.7%	-2%	14%
CCCCc1ccc(NC(=S)N2CCN(C(=O)OCC)CC2)cc1	2%	-5%	17%	u	1%	-3%	1%	0%	-0.1%	4%	x

High-throughput results as filed in PubChem BioAssay.
